Source: PubChem (National Center for Advancing Translational Sciences (NCATS))
ERK EGF inh – blocks ERK signaling stimulated by EGF; HEK293-V1b, EGF-stimulated phospho-ERK AlphaScreen; Potency, µM (series often up to 11.5 µM), inactives show at the highest dose activity change, negative = inhibition, usual class: inhibitors; 0.41% of 130,000 active; AID 1454; active = well fitted inhibition curve with a large enough effect; inconclusive = small, poorly fitted or top-dose-only effect, or effect the other way;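 also: plate controls were stimulated vehicle wells for no effect and unstimulated vehicle basal for full effect; nearly all actives have a fitted effect of over 55% in size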
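HEK293 cells stably expressing V1b receptor, serum-reduced (1% FBS) overnight, pretreated 30 min with compound, then stimulated 5 min with 25 nM EGF; phospho-ERK detected by AlphaScreen SureFire. AC50 from Hill fits, normalized to DMSO and EGF.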
* hit, by the source's call; ? = inconclusive; & = joins results of further samples; [ ] = dose if it differs, or a comment. Potency is read from the fitted curve at half-maximal effect.

SMILES	ERK EGF inh
Nc1nc(Sc2ccc([N+](=O)[O-])cc2[N+](=O)[O-])n[nH]1	-4%[57.5 µM]
CC(=O)c1ccc(OC2OCCOC2Oc2ccc(C(C)=O)cc2)cc1 (centres undefined)	-10%
COC(=O)C1CC(=O)c2ccsc2C1 (centres undefined)	5%
Cc1ccc(-c2noc(CN3CCN(Cc4ccccc4)CC3)n2)cc1	2%
S=C(NCCCN1CCOCC1)Nc1ccc(N2CCOCC2)cc1	-5%
CCOC(=O)C1CCN(C(=O)N(CC)CC)CC1	4%
COc1ccccc1C(=O)C1CCCN(C(=O)c2snnc2C)C1 (centres undefined)	-6%[57.5 µM]
CC#CC[N+](C)(C)CCCCCCCC	-7%[57.5 µM]
CC(=O)NCc1ccc(C(=O)CCl)s1	-34%
CCN1C(=O)N[C@H](c2ccc(Br)cc2)C(C(C)=O)=C1C	-3%&-37%
O=C(Cc1cc(=O)[nH][nH]1)N/N=C/c1ccccc1[N+](=O)[O-]	8%
O=C(O)C(F)(F)C(NCc1ccccc1)c1ccccc1 (centres undefined)	-9%[57.5 µM]
COCCN(C(=O)CSc1nc2ccccc2c(=O)n1CCOC)c1c(N)n(Cc2ccccc2)c(=O)[nH]c1=O	6%[57.5 µM]
COC(=O)c1ccc(C2N=C(c3cccs3)CC(c3ccccc3O)N2)cc1 (centres undefined)	-10%
COc1cc(NC(=O)c2c(Cl)cnn2C)c(OC)cc1Cl	-2%
CCC(C)NC(=S)N(CCc1ccccc1)Cc1cc2cc(OC)c(OC)cc2[nH]c1=O (centres undefined)	-3%
COc1ncc2nc(CCc3ccccc3)c(=O)n(Cc3ccc(F)cc3)c2n1	11%
Cc1c(C(=O)OC2CCCC2C)[nH]c2c1C(=O)CCC2 (centres undefined)	-1%
CC(/C=N/n1c(-c2ccco2)n[nH]c1=S)=C\c1ccccc1	-6%
CCOC(=O)c1sc(N(Cc2ccccc2)C(=O)COC(=O)c2cnccn2)nc1C	-3%
Oc1ccc(-c2csc(-c3cccnc3)n2)cc1O	?
CC(C)(O[C@@H]1O[C@H](CO)[C@@H](O)[C@H](O)[C@H]1O)[C@H]1Cc2cc3ccc(=O)oc3cc2O1	1%
COc1cc(S(=O)(=O)N(Cc2ccccc2)Cc2ccccn2)ccc1-n1cnnn1	-6%
O=C(N/N=C/c1ccccn1)c1cc(-c2ccc3ccccc3c2)n[nH]1	?
O=C1C(Cl)=C(NC2CCCCC2)C(=O)N1c1ccc(Cl)cc1	1%
O=C(CN1C(=O)COc2ccc(S(=O)(=O)N3CCOCC3)cc21)NCc1ccccn1	-3%[57.5 µM]
COc1ccc(NC(=O)CCC(=O)OCc2ccc([N+](=O)[O-])cc2)cc1	?
O=C(CC1SC2=NCCN2C1=O)Nc1ccc(Br)cc1 (centres undefined)	-3%
CC(=O)Nc1ccc(S(=O)(=O)Nn2cnnc2)cc1	-4%
COC(=O)C1=C(C(=O)OC)[C@@H]2N(C)c3ccc(OC)cc3[C@@]23C[C@@H](C(=O)OC)N(S(=O)(=O)c2ccc([N+](=O)[O-])cc2)C3=N1	?
Fc1ccc(C2=NN(c3ccccc3)C(c3ccco3)C2)cc1 (centres undefined)	?
Cc1cccc(C(=O)NC(NC(=S)Nc2ccc(S(N)(=O)=O)cc2)C(Cl)(Cl)Cl)c1 (centres undefined)	-14%
CNC(=S)Nc1ccc(Br)cc1	2%
Cc1occc1C(=O)NNC(=O)COc1ccc(Br)cc1Br	10%
Nc1nc(COc2ccccc2C=O)nc(Nc2ccccc2)n1	2%[57.5 µM]
O=C(Cn1c2c(c(-c3ccccc3Cl)cc1=O)CCC2)NCC1CCCO1 (centres undefined)	-3%[57.5 µM]
CC1CCN(CCCCOc2ccc(Br)cc2)CC1	1%
Cc1ccc(SC2=C(Sc3ccc(C)cc3)C(=O)c3ccccc3C2=O)cc1	2%[57.5 µM]
O=C(COc1ccc(/C=N/NC(=O)c2ccccc2O)cc1)Nc1ccccc1	-8%
CCOc1cc2c(cc1OCC)C(c1ccc(OC)cc1)N(c1ccccc1)C(=O)C2 (centres undefined)	1%
CCc1ccc(NC(=S)NC(=O)c2c(-c3ccccc3Cl)noc2C)cc1	-21%[57.5 µM]
O=C(Nc1ccccc1)N1CCCc2ccccc21	1%
COc1ccc(-c2nncnn2)cc1	2%
COc1cccc(C(=O)N/N=c2\oc3c(OC)cccc3cc2C(=O)NCc2ccccc2)c1	-10%
O=C(c1coc(=O)c(Br)c1)N1CCC(C(O)(c2ccccc2)c2ccccc2)CC1	-9%[57.5 µM]

Next section (six carried over from the part before).
SMILES	ERK EGF inh
CCOc1cc2c(cc1OCC)C(c1ccc(OC)cc1)N(c1ccccc1)C(=O)C2 (centres undefined)	1%
CCc1ccc(NC(=S)NC(=O)c2c(-c3ccccc3Cl)noc2C)cc1	-21%[57.5 µM]
O=C(Nc1ccccc1)N1CCCc2ccccc21	1%
COc1ccc(-c2nncnn2)cc1	2%
COc1cccc(C(=O)N/N=c2\oc3c(OC)cccc3cc2C(=O)NCc2ccccc2)c1	-10%
O=C(c1coc(=O)c(Br)c1)N1CCC(C(O)(c2ccccc2)c2ccccc2)CC1	-9%[57.5 µM]
Cc1ccc(C(C(=O)NC(C)(C)C)N(C(=O)c2csnn2)C2CC2)cc1 (centres undefined)	4%
CC(C)(C)OC(=O)NCCc1n[nH]c(=S)o1	-4%[57.5 µM]
COc1ccc(-c2nc(NC(=O)CCNC(=O)c3ccco3)sc2C)cc1	-3%
O=C(O)COCC(=O)Nc1ccc(Oc2ncnc3cc(Cl)ccc23)nc1	-1%[57.5 µM]
COc1cccc(Nc2nc(N)c([N+](=O)[O-])c(NCc3ccco3)n2)c1	44%[activator][57.5 µM]
Cc1ccc(-c2cc3c(N=O)c4ccccc4c-3n[nH]2)cc1	-5%
CC1(NC(=S)NCCCCCCNC(=S)NC2(C)CCS(=O)(=O)C2)CCS(=O)(=O)C1 (centres undefined)	8%[57.5 µM]
CS(=O)(=O)N1CCN(c2ccc(C(=O)NC34CC5CC(CC(C5)C3)C4)cc2[N+](=O)[O-])CC1	-2%
CSc1cccc(NC(=S)N2CCCN(Cc3ccccc3F)C2)c1	-1%
CNc1cc(Cl)nc(SC)n1	-4%
CCCCCC(=O)N/N=C/c1ccccc1[N+](=O)[O-]	0%
CCCC(=O)Nc1nc(-c2ccccc2)c(CC)s1	-6%
COc1ccc(O[C@H]2C=C[C@@H](c3ccccc3)O[C@@H]2COC(=O)CC/C(C)=N/O[C@@H](C)c2cc(-c3c(C)cc(C)cc3C)no2)cc1	2%
COc1cc2nc(C(C)(C)C)oc(=O)c2cc1OC	23%[57.5 µM]
Oc1nc(Nc2ccc(Cl)cc2Cl)sc1/C=C1\C=Nc2ccccc21	?
CC(C)(C)NC(=O)NC(=O)CSc1cccc(C(F)(F)F)c1	0%
COc1cc(/C=C2/SC(=S)N(C)C2=O)ccc1OC(=O)c1ccco1	-2%
CCO[C@H]1OC(C(=O)N2CCN(Cc3ccc4c(c3)OCO4)CC2)=C[C@@H](c2cn(C(C)=O)c3ccccc23)[C@@H]1CCCO	-8%[57.5 µM]
COc1ccc(N2CCN(C(=O)Cc3ccc(Br)cc3)CC2)cc1	-7%[57.5 µM]
COC(=O)c1c(C)oc(C)c1S(=O)(=O)NC(c1ccccc1)c1ccccc1	0%[57.5 µM]
CC(C)c1cccc2cc3c(nc12)-c1cccc(=O)n1C3	3%
O=C(NCc1ccc(F)cc1)C1CCN(S(=O)(=O)N2CCOCC2)CC1	-8%
O=C(NCCc1cccc(Cl)c1)c1ccc(Cl)c([N+](=O)[O-])c1	?
CCOC(=O)CNc1ncc([N+](=O)[O-])cc1C#N	5%
O=C(O)CCSCCC(=O)O	-6%[57.5 µM]
CCOc1cc(NC(=S)NCCCN2CCOCC2)c(OCC)cc1NC(=O)c1cccc(C)c1	-1%
CC(=O)c1sc(Nc2ccc(C)cc2)nc1C	1%
Nc1cc(C(F)(F)F)cc2c1SCC(=O)N2	7%
O=c1ccc(-c2ccccc2)no1	-4%[57.5 µM]
COc1ccc(/C=C/CN2CCCC(CCC(=O)NCc3ccc(F)c(F)c3)C2)cc1 (centres undefined)	-4%

Part of the list above in order of SMILES length, rising:
SMILES	ERK EGF inh
O=c1ccc(-c2ccccc2)no1	-4%[57.5 µM]
Nc1cc(C(F)(F)F)cc2c1SCC(=O)N2	7%
CC(C)c1cccc2cc3c(nc12)-c1cccc(=O)n1C3	3%
O=C(NCCc1cccc(Cl)c1)c1ccc(Cl)c([N+](=O)[O-])c1	?
CCOc1cc(NC(=S)NCCCN2CCOCC2)c(OCC)cc1NC(=O)c1cccc(C)c1	-1%

The listing picks up, starting 6 compounds before the break.
SMILES	ERK EGF inh
O=C(O)CCSCCC(=O)O	-6%[57.5 µM]
CCOc1cc(NC(=S)NCCCN2CCOCC2)c(OCC)cc1NC(=O)c1cccc(C)c1	-1%
CC(=O)c1sc(Nc2ccc(C)cc2)nc1C	1%
Nc1cc(C(F)(F)F)cc2c1SCC(=O)N2	7%
O=c1ccc(-c2ccccc2)no1	-4%[57.5 µM]
COc1ccc(/C=C/CN2CCCC(CCC(=O)NCc3ccc(F)c(F)c3)C2)cc1 (centres undefined)	-4%
c1ccc(-c2cnn3c(-c4ccccc4)c(-c4ccccc4)nc3n2)cc1	?
CC(C)(C)n1nnnc1C(c1ccc2ncccc2c1)N1CCC(O)CC1 (centres undefined)	0%
COc1ccc(/C=C2\SC(N3CCc4ccccc4C3)=NC2=O)cc1OC	-9%
COc1ccc(Nc2nc(CN3CCOCC3)nc3sc4c(c23)CCC(C)C4)cc1OC (centres undefined)	0%
[O-][n+]1ccccc1SC/C=C/c1ccccc1	11%
CC1CCN(CCCNC(=O)c2ccc3c(=O)n(Cc4ccc(Cl)cc4)c(=S)[nH]c3c2)CC1	-8%
CNc1ncnc2ccc(-c3ccccc3OC)cc12	26%
Cc1ccc(N2CCN(/N=C/C(Cl)=C/c3ccccc3)CC2)cc1	1%
O=c1oc2ccccc2c(Nc2ccc(F)cc2)c1[N+](=O)[O-]	-2%
Cc1ccc(-n2cc(CNC(C)Cn3cncn3)c(-c3ccc(F)cc3)n2)cc1 (centres undefined)	0%
N/C(=N\OS(=O)(=O)c1ccc(Cl)cc1)c1cccnc1	1%
CCCS(=O)(=O)n1nc(-c2ccc(Br)cc2)cc1N	0%
Clc1cccc(Cl)c1-c1noc(CN2CCOCC2)n1	-1%[57.5 µM]
O=C(NC(=S)Nc1cccc2[nH]ncc12)c1ccccc1	7%
Clc1ccc(-c2cnn3c(-c4ccncc4)ccnc23)cc1	0%
N=C(c1cccc([N+](=O)[O-])c1)N1CCCCCC1	-3%
COc1ccc(NC(=S)N(CCc2c(C)[nH]c3ccc(C)cc23)Cc2ccco2)cc1	?
Cc1ccc(OC(=O)c2cc(C)nn2C(C)(C)C)cc1	1%[57.5 µM]
COc1ccc(N=c2scc(-c3ccc(OC)cc3)n2CCO)cc1	?
Cc1ccc(Sc2ccc(CO)cc2[N+](=O)[O-])cc1	2%
CCO[C@H]1OC(C(=O)NCc2nc3ccccc3[nH]2)=C[C@@H](c2ccccc2)[C@@H]1CCCO	-4%[57.5 µM]
Cc1ccc(/C=N/NC(=O)CNC(=O)c2ccc(C)c([N+](=O)[O-])c2)o1	?
COc1cccc(-n2nnc3c(=O)n(CC(=O)N4CCC(C)CC4)cnc32)c1	-2%
c1ccc(-c2nccc(-c3ccc4c(c3)OCO4)n2)cc1	-4%
O=c1c2cc(NC(=S)N3CCC(N4CCCCC4)CC3)ccc2nc2n1CCCCC2	-4%
CCOc1cc(N2CCOCC2)c(OCC)cc1NC(=O)c1cc(C)cc(C)c1	3%

A portion of the library; count on the stated rates, not on these rows.
